Cdc25B inh = inhibitors of human Cdc25B phosphatase. inhibition, %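 (compounds tested at 10 µM final in the well)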. 65,000 tested, 0.1% active. recombinant Cdc25B, OMFP fluorescence Ex485/Em525. P30305. AID 368; in the data active = inhibition above about 50%
ROCK2 blocker = ROCK2 (human) kinase inhibition. purified ROCK2, Kinase-Glo ATP depletion luminescence. AID 604. inhibition, % at 6 µM. 60,000 tested, 0.35% active;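 active = inhibition above the screen-wide mean inhibition plus 3 SD, cut at about 18% in these data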;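 note: plate controls were DMSO wells for no effect and Y-27632 control wells after no-enzyme background subtraction for full effect; many of its hits are not listed in these tables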
PKA kinase inh = PKA (human) kinase inhibition. P17612. PKA Kemptide phosphorylation, Kinase-Glo ATP luminescence. inhibition, % at 6 µM. 65,000 tested, 0.1% active. AID 524;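 active = inhibition above the screen-wide mean inhibition plus 3 SD, cut at about 21% in these data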; note: many of its hits are not listed in these tables
Hsp90 inh = displaces geldanamycin probe from tumor Hsp90. NCI-N417 lysate Hsp90, Cy3B-geldanamycin FP displacement. 64,000 tested, 0.35% active. inhibition, % at 30 µM;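 active = inhibition above 50%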;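 note: 0% = tracer plus lysate wells and 100% = tracer alone without lysate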
A340 absorber = absorbance at 340 nm; fold change at 10 µM; 65,000 tested, under 10 active; compound absorbance at 340 nm, fold over control;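 active = at 10 µM dose, initial 340 nm absorbance at least 2 fold that of control wells; inactive = change under 2 fold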;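 note: initial absorbance extrapolated from kinetic A340 decline of NADH oxidation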
HER2 expr 66K = lowers expression of human Her2 kinase. AID 645. P04626. HER2 level % of control, % at 10 µM. SKBR-3 HER2 protein level, AlphaScreen, 18-24 h; hits give low values. 65,000 tested, 0.69% active;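 active = HER2 level under 5% of the carrier-only control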;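 note: 100% = DMSO carrier and 0% = 500 nM PU-H71 HSP90 inhibitor; lower value means stronger loss of Her2 protein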
JNK3 blocker = JNK3 (human) kinase inhibition; 60,000 tested, 0.61% active; P53779; AID 746; purified JNK3 kinase activity, HTS; inhibition, % at 8 µM; in the data active = inhibition above about 17%;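 note: 0% = DMSO and 100% = reference inhibitor; many of its hits are not listed in these tables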
Target sequence (P53779 whole entry, looked up): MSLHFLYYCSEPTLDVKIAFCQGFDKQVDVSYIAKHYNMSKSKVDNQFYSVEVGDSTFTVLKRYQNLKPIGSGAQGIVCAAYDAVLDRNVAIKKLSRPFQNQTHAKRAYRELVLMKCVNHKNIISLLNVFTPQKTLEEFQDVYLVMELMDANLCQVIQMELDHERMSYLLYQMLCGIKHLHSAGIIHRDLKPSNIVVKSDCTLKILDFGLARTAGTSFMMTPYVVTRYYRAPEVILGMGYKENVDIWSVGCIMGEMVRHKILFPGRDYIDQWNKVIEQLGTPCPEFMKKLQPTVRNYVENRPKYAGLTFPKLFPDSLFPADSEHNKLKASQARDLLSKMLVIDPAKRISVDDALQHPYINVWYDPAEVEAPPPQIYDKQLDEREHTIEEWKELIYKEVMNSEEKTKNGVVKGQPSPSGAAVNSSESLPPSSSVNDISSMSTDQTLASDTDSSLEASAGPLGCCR
Fluor 339 460 = intrinsic fluorescence of library compounds, ex339/em460 – biochemical, MLSMR library, data from DPM-DC assay, artefact control, profiling panel. AID 709. 65,000 tested, 5.5% active. fluorescence fold increase at 10 µM. compound autofluorescence, ex339/em460 nm, NADH buffer; hits give high values; 1 = no-compound wells, NADH background;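 active = at 10 µM, mean starting fluorescence two-fold or more over control wells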;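 note: signal is the first read of a kinetic run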
MKP-1 inh = human dual specificity phosphatase 1 inhibition. P28562. recombinant MKP-1, OMFP hydrolysis fluorescence. inhibition, %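 (compounds tested at a single concentration somewhere between 10 and 100 µM)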. 65,000 tested, 0.15% active. AID 374;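 active = inhibition above about 50%, limit read from the data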;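 note: 0% = DMSO max control wells and 100% = wells with enzyme stopped by NaOH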
Target sequence (P28562 whole entry, looked up): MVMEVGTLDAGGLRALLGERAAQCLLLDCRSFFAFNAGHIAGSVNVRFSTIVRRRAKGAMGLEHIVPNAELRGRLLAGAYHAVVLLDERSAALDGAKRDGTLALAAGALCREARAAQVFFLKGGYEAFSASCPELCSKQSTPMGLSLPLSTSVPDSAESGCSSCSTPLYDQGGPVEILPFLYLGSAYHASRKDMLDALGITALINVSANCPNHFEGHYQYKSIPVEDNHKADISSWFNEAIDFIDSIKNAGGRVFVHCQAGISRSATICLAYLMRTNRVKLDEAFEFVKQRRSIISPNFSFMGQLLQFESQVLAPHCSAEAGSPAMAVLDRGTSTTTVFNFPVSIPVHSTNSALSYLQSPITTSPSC
* marks the source's active call; other numbers are inactive results; x = not tested or not shown. A portion of the library; count on the stated rates, not on these rows.

No.	structure	Cdc25B inh	ROCK2 blocker	PKA kinase inh	Hsp90 inh	A340 absorber
1	O=C(O)CCNS(=O)(=O)c1ccc2c(c1)Cc1ccccc1-2	-4	4	10	-7	1
2	COc1cccc(NC(=O)C2CCCN(S(=O)(=O)c3cccc4cccnc34)C2)c1 (stereo not drawn)	-20	5	5	-3	1
3	CCCCNC(=O)CCCn1c(=O)[nH]c2ccc(Br)cc2c1=O	0	x	2	x	1
4	Cc1ccc2c(NC(=O)C3CC3)c(C)ccc2n1	-14	8	4	0	1
5	O=C(CN(C(=O)c1cc2c(s1)CCC2)C1CCCC1)NCc1cccs1	-10	x	3	3	0.99
6	CC(C)Cn1c(N)c(C(=O)NCc2cccs2)c2nc3ccccc3nc21	2	5	8	-3	1
7	Cc1cc(NS(=O)(=O)c2ccc(OCCNS(C)(=O)=O)cc2)no1	-2	3	3	-2	0.98
8	CC(C)(C)c1cc(NC(=O)COC(=O)c2ccc3c(=O)n4c(nc3c2)CCC4)n(-c2ccccc2)n1	-9	-2	0	6	1

No.	HER2 expr 66K	JNK3 blocker	Fluor 339 460	MKP-1 inh
1	94	4	1.1	7
2	94	-9	1	-1
3	x	x	1.1	12
4	142	-1	1.1	15
5	232	x	1.1	-13
6	-24*	7	3*	4
7	99	0	1.1	-2
8	101	4	1.1	33

No.	structure	Cdc25B inh	ROCK2 blocker	PKA kinase inh	Hsp90 inh	A340 absorber
9	O=C(NC1CCCCCC1)c1cc(S(=O)(=O)N2CCOCC2)ccc1N1CCCCC1	-6	1	-3	-2	1
10	Fc1ccc(Cn2nnnc2CN2CCN(C3CCCC3)CC2)cc1	-14	7	8	-1	0.99
11	CCOC(=O)C(NC(=O)c1ccccc1)=C1CCCCC1	-1	1	7	-1	1
12	CCCc1cc(C(=O)Nc2sc(C)c(CC)c2C#N)no1	-8	-5	6	-1	1.1
13	Cc1ccc(S(=O)(=O)Nn2c(C)nnc2-n2nc(C)cc2C)cc1	1	10	-4	3	1
14	CCNCc1cc2cc(C)ccc2[nH]c1=O	-5	9	0	-3	1
15	Cc1ccc(NC(=O)c2c(O)c3ccccc3n(C)c2=O)nc1	-3	x	2	x	1.1
16	COc1ccc(N2CCN(S(=O)(=O)c3cccs3)CC2)cc1	-5	10	9	0	1

No.	HER2 expr 66K	JNK3 blocker	Fluor 339 460	MKP-1 inh
9	73	0	1	44
10	157	6	1	-19
11	94	2	1.1	-7
12	102	3	1.1	3
13	68	-2	1.1	16
14	112	6	1.4	-24
15	49	x	1.3	12
16	110	2	1.1	23

No.	structure	Cdc25B inh	ROCK2 blocker	PKA kinase inh	Hsp90 inh	A340 absorber
17	COc1ccc(N(C(=O)Nc2ccc(Cl)cc2)C2=NCCC2)cc1	-10	8	6	3	1
18	O=C(COC(=O)C1c2ccccc2Oc2ccccc21)NC1CCS(=O)(=O)C1 (stereo not drawn)	-12	4	8	-4	0.99
19	S=c1nc(-c2ccccc2)[nH]n1-c1ccccc1	14	8	3	-1	1
20	Cn1c(=O)[nH]c(=O)c2c1nc(Br)n2CCSc1ncccn1	0	7	4	3	0.98
21	Cc1cc2cc(CNC(=O)C3CC3)ccc2n1C	-8	-3	-4	-1	1
22	CN(C)CCCNCCCNC(=O)c1ccco1	-5	-4	-3	-1	1
23	Cn1c(=O)[nH]c(=O)c2c1nc(CN1CCN(c3cccc(Cl)c3)CC1)n2Cc1ccccc1Cl	6	2	3	-5	1
24	Cc1cc(=O)oc2cc(OCC(O)CN3CCc4ccccc4C3)ccc12 (stereo not drawn)	-16	7	9	-4	1.1

No.	HER2 expr 66K	JNK3 blocker	Fluor 339 460	MKP-1 inh
17	72	-4	1.1	-18
18	118	0	1.1	0
19	108	0	1.1	-26
20	88	-4	1.1	-33
21	89	-12	1.1	20
22	103	0	1.1	-1
23	74	-7	1.1	34
24	118	-5	4.2*	-15

No.	structure	Cdc25B inh	ROCK2 blocker	PKA kinase inh	Hsp90 inh	A340 absorber
25	Cc1cc(C)n2nc(S(=O)(=O)N(C)c3ccccc3)nc2n1	-12	0	-3	-3	0.99
26	COc1ccc(CNC(=O)c2cc(-c3ccccc3O)n[nH]2)cc1	4	2	0	-4	1
27	CCOC(=O)C1CCN(Cc2ccc(F)c(Br)c2)CC1	-15	4	-2	-1	1
28	O=C(c1ccc(-n2cnnn2)cc1)N1CCN(C(c2ccccc2)c2ccccc2)CC1	22	2	3	-3	0.98
29	COc1ccccc1N(CC(=O)NC1CCCCC1)C(=O)CCC(=O)Nc1ccccn1	-12	-4	-3	-2	0.99
30	Cc1cc(N2CCCC2)nc(-c2ccccc2O)n1	-3	-2	4	-2	0.98
31	Cc1noc(N)c1C(=O)Nc1ccc(F)cc1	11	5	5	-7	1
32	O=C(c1ccc(Cl)s1)N1CCN(c2nc3ccccc3s2)CC1	-12	5	6	-2	0.99

No.	HER2 expr 66K	JNK3 blocker	Fluor 339 460	MKP-1 inh
25	90	7	1	1
26	89	3	1.1	-16
27	94	-6	0.98	-14
28	82	-5	1.1	33
29	82	-2	1.1	12
30	78	5	2.6*	1
31	74	-4	1.1	6
32	90	3	0.95	-8

No.	structure	Cdc25B inh	ROCK2 blocker	PKA kinase inh	Hsp90 inh	A340 absorber
33	O=C(O)c1cc2ccccc2n1-c1ccccc1	13	3	8	-5	0.99
34	Cc1ccccc1N(CC(=O)NCc1ccncc1)S(C)(=O)=O	0	-1	2	-2	1
35	FC(F)(F)c1cc(-c2ccccc2)nc(-n2cncn2)n1	-12	-2	0	-4	1
36	Nc1nnnn1NCc1cccc(OCc2ccccc2)c1	-4	12	12	1	0.99
37	O=C(CN1C(=O)c2ccccc2C1=O)N1CCN(c2ccccn2)CC1	-3	5	6	1	1
38	CCCCOc1ccc(C)cc1CN(CCO)CCO	-2	12	5	-6	1
39	CNS(=O)(=O)c1cc(OCC(N)=O)c(C)cc1Cl	-13	8	8	-8	1
40	N#C/C(C(N)=O)=c1/ccc2c(c1)N1C3=C(CCCC3)CC3CCCCC31N=2 (stereo not drawn)	-3	3	8	44	1

No.	HER2 expr 66K	JNK3 blocker	Fluor 339 460	MKP-1 inh
33	66	1	1.1	-2
34	103	3	1.1	4
35	90	5	1.1	26
36	91	1	1	7
37	89	2	1.1	6
38	154	4	1.1	-24
39	51	0	1.1	13
40	-29*	4	1.1	32

No.	structure	Cdc25B inh	ROCK2 blocker	PKA kinase inh	Hsp90 inh	A340 absorber
41	CCN(CC)CCN(Cc1cc2cc(C)ccc2[nH]c1=O)C(=O)Nc1ccccc1OC	-17	-3	-2	-2	1
42	COC(=O)C1CCN(C(=O)COC(=O)c2n[nH]c3ccccc23)CC1	-13	-1	1	1	1
43	C/C=C/c1ccc(OCCCN2C(=O)NC(C)(C)C2=O)c(OC)c1	2	8	10	-4	1.1
44	COc1ccccc1NC(=O)Nc1c(C)n(C)n(-c2ccccc2)c1=O	-5	4	7	-2	1
45	COc1ccccc1CC(=O)Nc1ccc(O)cc1C(=O)O	-6	6	4	-4	1
46	COc1ccc(C)cc1NS(=O)(=O)c1cn(C)c(=O)n(C)c1=O	-3	2	-5	-4	1
47	CCOC(=O)c1cnn(-c2cc(C)nc3c(-c4ccccc4)c(C)nn23)c1N	9	1	-1	-4	1
48	COC(=O)COc1ccc2c(=O)c(Oc3ccccc3)c(C)oc2c1	-12	1	1	2	1

No.	HER2 expr 66K	JNK3 blocker	Fluor 339 460	MKP-1 inh
41	81	0	1.2	11
42	74	2	1.1	3
43	142	-4	1.1	-5
44	95	3	1.1	3
45	95	9	1.5	-6
46	109	-8	1	2
47	20	0	1.1	-6
48	89	-4	1.1	5

No.	structure	Cdc25B inh	ROCK2 blocker	PKA kinase inh	Hsp90 inh	A340 absorber
49	COCCCn1c(=N)c(C(=O)NCc2ccc3c(c2)OCO3)cc2c(=O)n3cccc(C)c3nc21	5	1	8	-4	1
50	COc1ccc(C2C(C#N)=C(N)Oc3c2oc(CO)cc3=O)c(OC)c1OC (stereo not drawn)	9	-10	-15	-4	0.99
51	CCCCOc1ccccc1NC(=O)CSc1nnnn1C(C)(C)C	-20	3	7	-1	0.99
52	CCCC(=O)Nc1ccc(N2CCN(C(=O)c3cccs3)CC2)cc1	-3	-6	7	-7	0.99
53	O=C(O)CCc1nc(-c2ccccc2)no1	-25	5	-2	5	1
54	O=C1CSC(c2cn(-c3ccccc3)nc2-c2cc3ccccc3oc2=O)N1Cc1ccco1 (stereo not drawn)	-6	1	4	-4	1
55	O=C(c1cc(S(=O)(=O)N2CCCCC2)ccc1F)N1CCCCC1	-2	6	4	0	1
56	COc1ccc(CN(C(=O)c2oc3ccccc3c2C)C2CCS(=O)(=O)C2)cc1OC (stereo not drawn)	-8	3	2	-9	1

No.	HER2 expr 66K	JNK3 blocker	Fluor 339 460	MKP-1 inh
49	76	2	1.7	-14
50	101	-6	1.1	5
51	110	-1	1.1	4
52	107	4	1	5
53	103	1	1.1	4
54	96	2	5*	-2
55	96	-108	1	35
56	109	1	1.1	4

Some of the entries so far, with values under each structure:
Order of results – Cdc25B inh | ROCK2 blocker | PKA kinase inh | Hsp90 inh | A340 absorber | HER2 expr 66K | JNK3 blocker | Fluor 339 460 | MKP-1 inh
[44] COc1ccccc1NC(=O)Nc1c(C)n(C)n(-c2ccccc2)c1=O
→ -5 | 4 | 7 | -2 | 1 | 95 | 3 | 1.1 | 3
[45] COc1ccccc1CC(=O)Nc1ccc(O)cc1C(=O)O
→ -6 | 6 | 4 | -4 | 1 | 95 | 9 | 1.5 | -6
[46] COc1ccc(C)cc1NS(=O)(=O)c1cn(C)c(=O)n(C)c1=O
→ -3 | 2 | -5 | -4 | 1 | 109 | -8 | 1 | 2
[47] CCOC(=O)c1cnn(-c2cc(C)nc3c(-c4ccccc4)c(C)nn23)c1N
→ 9 | 1 | -1 | -4 | 1 | 20 | 0 | 1.1 | -6
[48] COC(=O)COc1ccc2c(=O)c(Oc3ccccc3)c(C)oc2c1
→ -12 | 1 | 1 | 2 | 1 | 89 | -4 | 1.1 | 5
[49] COCCCn1c(=N)c(C(=O)NCc2ccc3c(c2)OCO3)cc2c(=O)n3cccc(C)c3nc21
→ 5 | 1 | 8 | -4 | 1 | 76 | 2 | 1.7 | -14
[50] COc1ccc(C2C(C#N)=C(N)Oc3c2oc(CO)cc3=O)c(OC)c1OC (stereo not drawn)
→ 9 | -10 | -15 | -4 | 0.99 | 101 | -6 | 1.1 | 5
[51] CCCCOc1ccccc1NC(=O)CSc1nnnn1C(C)(C)C
→ -20 | 3 | 7 | -1 | 0.99 | 110 | -1 | 1.1 | 4
[52] CCCC(=O)Nc1ccc(N2CCN(C(=O)c3cccs3)CC2)cc1
→ -3 | -6 | 7 | -7 | 0.99 | 107 | 4 | 1 | 5
[53] O=C(O)CCc1nc(-c2ccccc2)no1
→ -25 | 5 | -2 | 5 | 1 | 103 | 1 | 1.1 | 4

Remaining list, next part
No.	structure	Cdc25B inh	ROCK2 blocker	PKA kinase inh	Hsp90 inh	A340 absorber
57	Cc1ccc(/C=c2\s/c(=C(/C#N)C(=O)N3CCCC3)n(Cc3ccco3)c2=O)s1	3	5	0	-8	0.99
58	COc1ccc(NC(=O)c2nnn(Cc3ccc(SC)cc3)c2N)c(OC)c1	8	1	-7	0	1.1
59	COC(=O)C(C(=O)OC)=C(/C=C/N(C)C)N(C)C	4	5	9	-5	1.2
60	Cc1c(NC(=O)Oc2ccccc2)sc(=S)n1C	-14	x	x	x	1.1
61	O=C(NCc1ccc2c(c1)OCO2)c1cccc(F)c1	-28	-1	3	-1	1
62	O=C(Cn1c(SCC(=O)N2CCCc3ccccc32)nc2ccccc21)N1CCCC1	-9	-2	-7	0	0.98
63	c1ccc(-c2ccc(-c3nc(-c4ccncc4)no3)cc2)cc1	-4	8	7	-2	1.1
64	CCc1c(C)sc(NC(=O)c2cccs2)c1C(=O)OC(C)C	-5	1	6	-5	1.1

No.	HER2 expr 66K	JNK3 blocker	Fluor 339 460	MKP-1 inh
57	143	-5	1.1	20
58	92	0	1.5	5
59	43	-3	1	9
60	x	x	1	6
61	106	6	1.1	5
62	92	-5	1	4
63	100	-3	1.2	-2
64	80	-1	2.1*	19

Bioassay records (PubChem BioAssay)
